# Screening data: PubChem BioAssay, several laboratories
# MITF TRPM1 inh – inhibitors of MITF-driven TRPM1 promoter in melanoma cells; SK-MEL-5 TRPM1 promoter luciferase, 24 h; inhibition, % at 12.5 µM; 330,000 compounds, 0.83% hits; AID 488899;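 active = mean inhibition across replicates of 60% or more, whatever share of single replicates reaches that level; inconclusive = some that reach 60%, reason not given; inactive = mean inhibition across replicates below 60%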; note: values of inactives mirror those of a sister screen read the other way
# NR2E3 ag-1 – NR2E3 (human) agonism; 320,000 compounds, 0.12% hits; AID 2300; Q9Y5X4; inhibition of corepressor binding, % at 4.78 µM; GST-NR2E3/biotin-RetCOR TR-FRET, 1536-well;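 active = percent inhibition above the cutoff of mean plus 3 SD of all tested compounds, set per screening campaign, cut at about 20% in these data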;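 note: 0% = DMSO wells and 100% = biotin wells as full block of FRET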
# Target sequence (Q9Y5X4 whole entry, looked up): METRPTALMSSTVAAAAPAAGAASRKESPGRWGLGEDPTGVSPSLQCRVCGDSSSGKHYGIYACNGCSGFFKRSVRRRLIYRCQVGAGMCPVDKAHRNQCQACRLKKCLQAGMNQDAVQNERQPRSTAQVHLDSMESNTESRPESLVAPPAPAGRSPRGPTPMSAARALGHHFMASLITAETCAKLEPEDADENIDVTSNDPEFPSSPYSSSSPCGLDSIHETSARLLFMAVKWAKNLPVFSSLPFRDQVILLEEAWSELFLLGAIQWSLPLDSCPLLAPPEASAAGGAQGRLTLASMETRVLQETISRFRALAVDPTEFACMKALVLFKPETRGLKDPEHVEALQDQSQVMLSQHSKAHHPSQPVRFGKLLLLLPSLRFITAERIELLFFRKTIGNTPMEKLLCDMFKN
#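 Test system – NR2E3–RetCOR corepressor complex · Quantity – NR2E3 fusion 1.35 nM · Buffer or medium – Tris pH 7.5 · Incubation – Compound–protein incubation for 5 h at 4 °C · Technique – TR-FRET, Eu(K)-anti-GST donor, streptavidin-D2 acceptor, ex 340, em 617/671 nm · Evaluation – percent inhibition of 671/617 nm emission ratio versus biotin and DMSO controls · Plate – 1536-well format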
# NR2E3 ag-2 – activates human NR2E3 receptor; inhibition of corepressor binding, % at 3.98 µM; AID 602229; Q9Y5X4; CHO-S Gal4-NCOR/VP16-NR2E3 two-hybrid, luciferase; 360,000 compounds, 0.35% hits;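 active = inhibition above the mean of all tested compounds plus 3 SD, cut at about 70% in these data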;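 note: 0% = DMSO with NR2E3 transfected cells and 100% = cells lacking NR2E3 construct; higher means lower luciferase signal from less NR2E3 corepressor binding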
# PDI turbidity – blocks human protein disulfide isomerase activity; AID 588391; P07237; inhibition, % at 10 µM; 350,000 compounds, 0.052% hits; PDI insulin aggregation turbidity, A650, 90 min;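 active = mean inhibition across replicates of 30% or more, whatever share of single replicates reach that level; inconclusive = mean inhibition below 30% while every single replicate reaches 30%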;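 note: absorbance from insulin aggregation driven by PDI reduction with DTT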
# Target sequence (P07237 whole entry, looked up): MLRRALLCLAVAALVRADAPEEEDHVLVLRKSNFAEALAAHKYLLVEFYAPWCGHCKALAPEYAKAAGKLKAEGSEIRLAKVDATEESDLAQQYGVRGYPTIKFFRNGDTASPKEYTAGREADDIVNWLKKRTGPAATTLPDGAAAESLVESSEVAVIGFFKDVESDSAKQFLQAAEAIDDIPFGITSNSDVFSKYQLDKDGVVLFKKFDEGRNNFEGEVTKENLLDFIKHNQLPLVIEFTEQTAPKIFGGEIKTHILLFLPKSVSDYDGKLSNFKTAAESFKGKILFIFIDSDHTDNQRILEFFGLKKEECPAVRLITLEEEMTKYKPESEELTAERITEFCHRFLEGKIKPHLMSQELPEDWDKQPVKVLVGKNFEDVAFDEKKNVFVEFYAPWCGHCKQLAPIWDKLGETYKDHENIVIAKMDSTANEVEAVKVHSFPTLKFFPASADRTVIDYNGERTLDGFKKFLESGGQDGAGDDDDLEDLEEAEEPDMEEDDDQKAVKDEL
# Vif inh – blocks HIV Vif function | AID 602346 | HEK293T cells, Vif self-association by quenched fluorescence, imaging, 24 h | 340,000 compounds, 0.35% hits | inhibition, % at 7.49 µM; in the data active = inhibition above about 50%, passing the limit was not always enough; inconclusive = no clear call, values can overlap the other calls; inactive = below about 31%; note: some results filed as inactive read as strong as hits
# CaV13 FRET inh – Disruptors of the CACNA1D IQ motif to Ca2+-dependent inactivation inhibitor domain association, primary screening, Förster resonance energy transfer in intact living …; HEK cells, CFP/YFP FRET ICDI-IQ, plate reader, 10 min; percent FRET-ratio fall versus neutral wells; inhibition, % at 12.3 µM; 340,000 compounds, 0.098% hits; AID 743397;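 active = mean replicate inhibition of at least 30% and at least 1% of replicates passing that level; inconclusive = only one of the two criteria is met; inactive = neither criterion is met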;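 note: 0% = median of the neutral control wells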
# Peg3 prom inh – Peg3 promoter activity inhibition | HeLa PEG-Prom luciferase reporter, luminescence, overnight | inhibition, % at 20 µM | 360,000 compounds, 1.7% hits | AID 588405;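 active = inhibition of at least 50% at 20 µM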
# aDG glyco up – alpha-DG glycosylation activation; Pro5-aDG cells, alpha-DG glycosylation AlphaScreen (IIH6); 0% Pro5, 100% B10-LARGE cell signal; 360,000 compounds, 0.22% hits; AID 624168; activation, % at 10 µM;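 active = activation of at least 8% versus controls, or a plate z-score of at least 8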;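 note: Pro5 are CHO cells carrying HIG-tagged alpha-DG that lacks glycosylation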
# Granule exo inh – blocks lytic granule exocytosis. TALL-104 LAMP-1 surface exposure, flow cytometry; cells stimulated with thapsigargin and PMA. inhibition, % at 10 µM. 360,000 compounds, 0.66% hits;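 active = inhibition above about 55%, limit read from the data; inconclusive = no clear call, values can overlap the other calls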
# HIF-2a inh – HIF-2a inhibition. 786-0 RCC cells HIF-2a reporter, luciferase luminescence, overnight. inhibition, % at 18.8 µM. 360,000 compounds, 0.72% hits. AID 624352;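 active = inhibition of the luminescence signal of 40% or more relative to plate controls, in a single-dose primary screen at 18.75 µM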
# hiPSC survival – hiPSC single-cell survival enhancement. 360,000 compounds, 0.044% hits. survival enhancement, % at 20 µM. AID 602274. ATPlite luminescence; 100% = ROCK inhibitor wells, 0% = DMSO; in the data active = survival enhancement above about 18%;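 note: cells exposed to compounds for 16 hours before the ATP read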
# Active calls of the source: *; ? = inconclusive; · = not tested or not shown. Not a hit list, and some 3.5% of all compounds hit somewhere here.
canonical_smiles	MITF TRPM1 inh	NR2E3 ag-1	NR2E3 ag-2	PDI turbidity	Vif inh	CaV13 FRET inh	Peg3 prom inh	aDG glyco up	Granule exo inh	HIF-2a inh	hiPSC survival
Fc1ccccc1CNc1cc(Cl)cc(Cl)c1	-15	-2	3	-1	119*	-2	-3	0.1	2	7	3.4
Cc1nonc1CN(C)C(=O)c1ccc(OC2CCN(Cc3ccccn3)CC2)cc1	-2	0	-2	-1	2	-4	20	-0.1	-6	15	-0.8
CN(CCOc1ccc(Cl)cc1)C(=O)c1ccc2c(=O)n3c(nc2c1)CCC3	14	0	16	-2	-5	-4	12	0.2	2	12	0.3
CC(=O)/C(=N/Nc1ccccc1C)N1CCOCC1	7	1	18	7	6	-5	19	0.1	-1	12	-2.3
O=C(/C=C/c1ccccc1)NCCS(=O)(=O)N1CCN(c2ccccc2)CC1	4	-5	4	10	-4	-17	14	-0.2	1	-3	-0.2
CC(C)N(C1=CC(=O)OC12CCCCC2)C(C)C	2	2	6	2	-1	-14	-12	0.1	3	-1	1.2
O=S(=O)(c1cccnc1)N1CCn2cccc2C1c1ccccc1F (configuration not stated)	4	0	12	4	-3	-6	12	-0.2	0	13	-0.4
CCc1ccc(OCCOCC(O)CN(CCO)CCO)cc1 (configuration not stated)	9	-1	-12	7	5	-7	-18	-0.2	-5	2	-0.5
COc1ccc(-c2cn(-c3ccc(C)c(C)c3)c(=S)[nH]2)cc1OC	-2	-1	-39	1	-5	-1	-72	-0.3	1	-129	-0.7
COc1cc2c(cc1OC)CN(C(=O)c1ccncc1)CC2	-6	1	-51	0	-3	-18	1	0.1	-10	15	-0.6
CCOC(=O)C1CCCN(C(=O)c2cc(S(=O)(=O)N3CCCCC3)ccc2Cl)C1 (configuration not stated)	16	2	8	3	0	-2	-5	0.8	2	6	-0.1
Cc1cccc(C2Nc3ccccc3C(=O)N2c2ccc(F)cc2)n1 (configuration not stated)	-3	-1	-1	-2	-1	-6	-22	0.2	-2	-17	-3.1
CCOc1ccc(CN(C)CC(=O)Nc2cc(C)c(C)cc2[N+](=O)[O-])cc1	4	-1	-22	-1	1	-5	-119	-0.1	-2	-68	0.5
CCOC(=O)c1c(-c2ccncc2)csc1N	12	0	-11	-2	·	·	9	-0.2	0	10	1.4
Cc1ccccc1Sc1ncccc1[N+](=O)[O-]	0	-4	-8	2	2	0	16	0.0	-5	11	0.9
OC12CCCCC1C(c1ccc3c(c1)OCO3)N(Cc1ccc(F)cc1)CC2 (configuration not stated)	0	-1	-24	-2	-7	·	7	-0.1	-4	3	4.0
O=C(Nc1ccc(F)c(Cl)c1)c1ccc2c(c1)OCO2	-58	-1	-149	-7	0	-20	-349	0.0	19	-300	-0.4
CN1CC2(C)CN(C(c3ccccc3)c3ccccc3)CC(C)(C1)C2O (configuration not stated)	-1	0	3	2	16	-7	-4	0.1	-6	10	-4.7
Cc1cccc(NC(=O)CSCC(=O)Nc2ccccc2C(=O)N2CCCCC2)c1	·	·	-20	9	-5	-8	-4	-0.2	2	-39	4.9
CS(=O)(=O)N1CCN(c2ccc([N+](=O)[O-])c(NCc3cccnc3)c2)CC1	1	2	-11	0	-5	-4	12	-0.2	0	19	3.9
O=C(NCc1ccc(F)cc1)C1CCC(CNS(=O)(=O)c2ccccc2)CC1 (configuration not stated)	1	2	21	-3	-14	-4	23	0.2	1	12	-0.2
CCOC(=O)c1ccc(NC(=O)COc2ccccc2CNCCO)cc1	-18	1	1	1	3	5	-12	0.9	-4	0	0.9
CC1CCCCC1NC(=O)c1cc2ccccc2o1 (configuration not stated)	-1	1	-2	-2	-7	-16	-25	0.4	-8	-89	-1.9
O=C(NN1CCN(Cc2ccccc2Cl)CC1)c1ccc(Br)cc1	14	-3	11	8	9	-1	4	0.1	0	7	-0.4

# Part of the list above in order of SMILES length, low to high.
canonical_smiles	MITF TRPM1 inh	NR2E3 ag-1	NR2E3 ag-2	PDI turbidity	Vif inh	CaV13 FRET inh	Peg3 prom inh	aDG glyco up	Granule exo inh	HIF-2a inh	hiPSC survival
CC(=O)/C(=N/Nc1ccccc1C)N1CCOCC1	7	1	18	7	6	-5	19	0.1	-1	12	-2.3
COc1cc2c(cc1OC)CN(C(=O)c1ccncc1)CC2	-6	1	-51	0	-3	-18	1	0.1	-10	15	-0.6
O=C(NCc1ccc(F)cc1)C1CCC(CNS(=O)(=O)c2ccccc2)CC1 (configuration not stated)	1	2	21	-3	-14	-4	23	0.2	1	12	-0.2
O=C(/C=C/c1ccccc1)NCCS(=O)(=O)N1CCN(c2ccccc2)CC1	4	-5	4	10	-4	-17	14	-0.2	1	-3	-0.2
CN(CCOc1ccc(Cl)cc1)C(=O)c1ccc2c(=O)n3c(nc2c1)CCC3	14	0	16	-2	-5	-4	12	0.2	2	12	0.3

# Next section.
canonical_smiles	MITF TRPM1 inh	NR2E3 ag-1	NR2E3 ag-2	PDI turbidity	Vif inh	CaV13 FRET inh	Peg3 prom inh	aDG glyco up	Granule exo inh	HIF-2a inh	hiPSC survival
FCCCOc1ccc(-c2ccnc3ncnn23)cc1	-11	2	-66	3	158	-9	-10	-0.2	-2	-23	0.1
COc1cccc(/C=C2/SC(=S)N(CC(=O)NNC(=O)c3ccccc3O)C2=O)c1	-1	1	-4	4	?	-3	16	-0.2	-4	10	-0.4
Cc1ccc(C)c(N2CCN(c3nc4ccccc4c(=O)n3Cc3ccccc3)CC2)c1	1	5	-6	-7	2	-6	27	0.0	6	4	2.0
O=[N+]([O-])c1cccc(Cl)c1NCCNc1ncc(C(F)(F)F)cc1Cl	-17	3	-13	2	-4	·	-6	-0.2	-1	-17	5.2
CNC(=O)CC12CC3CC(CC(C3)C1)C2	-7	1	-5	1	-1	-9	1	0.3	-3	3	-0.8
O=C(CCN1CCC(c2ccccc2)C1)c1ccccc1 (configuration not stated)	3	5	-9	4	16	-7	8	0.4	-1	-9	4.7
Cc1cc(NC(=O)CSc2nnc(-c3cccnc3)n2Cc2ccccc2)no1	3	-1	-3	-10	9	-20	12	-0.1	0	13	0.1
O=S1(=O)CCC(NC(=S)N2CCCCCC2)C1 (configuration not stated)	13	1	-8	9	2	-5	0	-0.1	-1	13	-0.4

# (further entries)
# Order of values – MITF TRPM1 inh, NR2E3 ag-1, NR2E3 ag-2, PDI turbidity, Vif inh, CaV13 FRET inh, Peg3 prom inh, aDG glyco up, Granule exo inh, HIF-2a inh, hiPSC survival
C[C@H]1CCCCO[C@H](CN(C)C(=O)Nc2ccc(F)cc2)[C@@H](C)CN([C@@H](C)CO)C(=O)c2cc(NC(=O)Nc3ccc4c(c3)OCO4)ccc2O1
→ ·, ·, -23, 2, -19, -1, 35, -0.2, -2, 3, -1.3
CCOC(=O)c1c(N)c(C#N)c2n1CCCCC2
→ -7, 6, 3, -4, 16, ·, -9, -0.2, -2, 2, -1.4
O=C(Nc1ccccc1N1CCCC1)c1ccccc1F
→ 8, -1, 11, -2, 2, 0, 5, 0.0, -3, -5, -0.4
COc1ccc(C(=O)/C(=C/c2cccs2)c2nc3ccccc3o2)cc1
→ -4, 1, -21, 5, ·, -3, -201, -0.5, -2, -75, -2.8
CCCCN1CC(COCc2ccccc2)Oc2cccc(Oc3cc(C)c(C)c(C)c3)c2S1(=O)=O (configuration not stated)
→ 13, ·, 1, -5, ·, -3, 8, 0.1, 1, 14, -2.2
CC(=O)/C(=C(/O)c1ccccc1)c1nc2ccccc2[nH]1
→ -80, 4, 24, -2, -5, 2, -107, -0.1, 3, -27, -0.3
CCN(CC)C(=O)CSc1ncnc2sccc12
→ 7, 0, -24, -13, -11, -16, -21, -0.2, -2, -22, 2.3
COc1c(C)cc(C(O)c2ncc(-c3cccc(C(F)(F)F)c3)[nH]2)cc1C (configuration not stated)
→ ·, ·, 29, -6, ·, -6, 37, 0.3, 0, 13, -0.9
CCCCC[C@H](C)N1C[C@H](COCc2ccccc2)Oc2cc(N3CC[C@H](N(C)C)C3)ccc2S1(=O)=O
→ ·, ·, -5, ·, ·, -8, ·, 0.8, 53, 1, -1.2
CC(=O)Nc1ccc(S(=O)(=O)NCC2CC3CCC2C3)cc1 (configuration not stated)
→ 10, ·, -1, -15, 5, -5, 12, 0.1, 0, 11, -0.4
COc1cccc(C(=O)N2CCC(n3nccc3NC(=O)C(OC)c3ccccc3)CC2)c1 (configuration not stated)
→ 8, 1, -1, -4, -3, -6, 2, -0.6, -8, -6, 0.0
CCOc1ccc2nc(NC(=O)C(CC)Sc3nc(C)cc(=O)[nH]3)sc2c1 (configuration not stated)
→ -34, 1, -42, -3, -6, -2, -66, -0.4, -2, -140, -2.3
COc1cc(CCC(=O)Nc2sccc2C#N)cc(OC)c1OC
→ -6, 4, -24, -6, -1, -4, -8, 0.2, -8, 6, -0.3
O=C(COC(=O)Cn1cnc2ccccc2c1=O)Nc1ccccc1OC(F)F
→ 0, ·, -7, 7, 1, -6, 4, -0.2, -6, 5, -0.9
CN(NC(=O)COc1ccccc1)c1ccccc1
→ 2, 1, 0, -2, 26, -7, 8, -0.2, -7, 12, 4.7
Cc1onc(-c2ccccc2)c1C(=O)NC(C)c1ccccc1 (configuration not stated)
→ -9, 3, 14, 14, 0, -2, 22, -0.1, -1, 17, -0.5
CCN(C(=O)COC(=O)c1cc(-c2ccccc2)nc2c1c(C)nn2-c1ccccc1)C1CCS(=O)(=O)C1 (configuration not stated)
→ 1, 2, -31, 3, -18, 1, 11, 0.0, 1, 5, 0.8
COc1ccc(C(=O)Nc2ccc(N3CCN(c4ccc(OC)cc4)CC3)c(C#N)c2)cc1
→ -1, 1, -12, -7, 0, -1, 4, -0.1, 2, 13, 5.8
